PLCg1 inh – PLC-gamma1 enzyme inhibitors, primary screen, biochemical, fluorescence, purified enzyme; 370,000 tested, 0.84% active; fluorogenic substrate; inhibition, % at 12.2 µM; 1-phosphatidylinositol 4,5-bisphosphate phosphodiesterase gamma-1 (Homo sapiens), P19174; AID 720700, 2013; in the data active = inhibition above about 9.5%
ASAP1 inh – inhibitors of human ASAP1 ArfGAP activity, primary screen, biochemical, fluorescence polarization | inhibition, % at 16.5 µM | ASAP1-stimulated ARF1 GTP hydrolysis, GDP FP detection | 360,000 tested, 0.19% active; in the data active = inhibition above about 25%;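 also: 0% = vehicle with enzyme and substrate and 100% = no enzyme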
Target sequence (Q9ULH1 325-724 limits assumed): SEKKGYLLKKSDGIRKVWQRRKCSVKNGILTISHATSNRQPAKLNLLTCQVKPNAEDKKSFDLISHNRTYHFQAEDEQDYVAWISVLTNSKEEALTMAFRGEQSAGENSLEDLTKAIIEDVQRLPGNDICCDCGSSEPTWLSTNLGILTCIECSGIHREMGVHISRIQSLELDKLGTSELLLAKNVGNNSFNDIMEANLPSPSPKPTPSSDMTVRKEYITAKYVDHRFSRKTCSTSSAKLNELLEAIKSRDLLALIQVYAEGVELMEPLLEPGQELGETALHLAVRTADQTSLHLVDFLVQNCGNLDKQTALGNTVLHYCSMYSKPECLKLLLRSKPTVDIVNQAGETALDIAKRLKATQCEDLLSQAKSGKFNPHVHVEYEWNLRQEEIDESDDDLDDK
sPLA2-III inh – human group III sPLA2 inhibitors, primary screen, biochemical, QFRET, BODIPY PC-A2 liposome substrate | Group 3 secretory phospholipase A2 (Homo sapiens), Q9NZ20 | QFRET BODIPY PC-A2 liposome hydrolysis, fluorescence | inhibition, % at 12.2 µM | 370,000 tested, 0.56% active;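 active = inhibition above mean plus 3 SD of compounds lying within the high and low control bounds, cut at about 19% in these data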;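 also: 0% = median of test compound wells and 100% = no enzyme DMSO wells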
Tn6 DDE FP – inhibitors of Tn6 peptide binding to fibrin DD(E), primary screen, biochemical, fluorescence polarization, human fibrin, Tn6 probe | Fibrinogen beta chain (Homo sapiens), P02675 | Fibrin DD(E) TRITC-Tn6 fluorescence polarization displacement | inhibition, % at 8.3 µM | 370,000 tested, 0.21% active | AID 720509, 2013;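 active = inhibition above a per-campaign cutoff: mean of compounds within control limits plus 3 SD, cut at about 15% in these data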;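 also: 0% = median of all compound wells on the plate and 100% = blocking peptide control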
UHRF1 binding – UHRF1 methylated DNA binding inhibitors, primary screen, counter-screen for MBD2 inhibitor project, biochemical, TR-FRET, human UHRF1, single concentration. E3 ubiquitin-protein ligase UHRF1 (Homo sapiens), Q96T88. UHRF1 binding to methylated oligo. inhibition, % at 4.4 µM. 370,000 tested, 0.75% active. AID 687016, 2013; in the data active = inhibition above about 21%;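 also: UHRF1 SRA domain binding a hemimethylated CpG hairpin DNA probe; 0% = median of test compound wells and 100% = reference inhibitor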
ARFGAP1 inhibitor – inhibitors of rat ARFGAP1 GAP activity, primary screen, biochemical, fluorescence polarization, GDP tracer; Arfgap1-stimulated ARF1 GTP hydrolysis, GDP FP detection; inhibition, % at 16.5 µM; 360,000 tested, 0.26% active;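 active = inhibition above a per-plate limit, mean inhibition of low control wells plus 3 SD, cut at about 25% in these data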;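 also: 0% = DMSO wells with enzyme and 100% = wells lacking Arfgap1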
Target sequence (Q62848 1-136 limits assumed): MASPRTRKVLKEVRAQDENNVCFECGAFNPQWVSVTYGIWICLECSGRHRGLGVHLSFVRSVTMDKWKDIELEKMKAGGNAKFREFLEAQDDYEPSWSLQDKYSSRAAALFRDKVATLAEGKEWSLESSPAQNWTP
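System: truncated rat Arfgap1 GAP domain / Medium: HEPES-based buffer, pH 7.5 / Also added: N-terminally truncated human ARF1-GTP substrate / Incubation: enzyme reaction 120 min at 25 °C after 20 min preincubation / Measured by: FP of antibody-bound GDP Alexa 633 tracer, ex 620/em 688 nm / Replicates: singlicate, each compound tested once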
KLK7 zymogen act – proKLK7 zymogen activators, primary screen, biochemical, fluorescence intensity; AID 652039, 2013; activation, % at 7 µM; 370,000 tested, 0.9% active; purified proKLK7, EDANS-DABCYL substrate fluorescence; 100% is mature enzyme control, 0% vehicle;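 active = activation above the mean of all tested compounds plus 3 SD, computed per campaign excluding outliers beyond control limits, cut at about 13% in these data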
Target sequence (P49862 whole entry, looked up): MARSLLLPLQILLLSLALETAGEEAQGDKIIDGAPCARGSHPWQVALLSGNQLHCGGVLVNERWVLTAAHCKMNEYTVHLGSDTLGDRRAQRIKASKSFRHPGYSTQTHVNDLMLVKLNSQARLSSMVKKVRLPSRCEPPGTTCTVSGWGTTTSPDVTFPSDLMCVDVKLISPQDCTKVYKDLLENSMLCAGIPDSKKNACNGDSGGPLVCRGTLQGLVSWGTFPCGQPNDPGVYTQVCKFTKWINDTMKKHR
Rev-erbA mod – modulators of Rev-erb alpha DNA binding, primary screen, biochemical, FITC-DNA, fluorescence polarization, uHTS; activity, % at 10 µM; 370,000 tested, 0.79% active; Nuclear receptor subfamily 1 group D member 1 (Homo sapiens), P20393; Rev-erbα–FITC-DNA binding, 90 min;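 active = activity above about 14%, limit read from the data; passing the limit was not always enough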;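 also: 0% = DMSO wells with 35 nM protein and 100% = DMSO wells with 750 nM protein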
PLC-beta3 inh – human PLC-beta3 inhibitors, primary screen, biochemical, fluorescence; Purified PLC-beta3, fluorogenic substrate; 370,000 tested, 0.18% active; 1-phosphatidylinositol 4,5-bisphosphate phosphodiesterase beta-3 (Homo sapiens), Q01970; inhibition, % at 12.2 µM; in the data active = inhibition above about 11%;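 also: 0% = median of compound wells on plate and 100% = full blocker control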
Tn7 DDE FP – inhibitors of Tn7 peptide binding to fibrin DD(E), primary screen, biochemical, fluorescence polarization, human fibrin, Tn7 probe | Fibrinogen beta chain (Homo sapiens), P02675 | FP displacement of FITC-Tn7 peptide from fibrin DD(E); 0% = median of compound wells per plate | 370,000 tested, 0.13% active | inhibition, % at 8.3 µM;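 active = inhibition above the mean of compounds falling within the control limits plus 3 SD of them, cut at about 14% in these data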;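 also: 0% = plate median of compound wells and 100% = 10 µM Aha-Tn7 peptide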
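Assay system: Human clot-derived fibrin DD(E) complex | Buffer or medium: Tris/NaCl/CaCl2 buffer, pH 7.8 | Repeats: One replicate per compound | Benchmarks: Aha-Tn7 high control | Measure: % inhibition scaled between sample-field median and high-control FP | Schedule: 10 min plus 3 h, room temperature | Signal: Fluorescence polarization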
* marks the source's active call; other numbers are inactive results; . = no result given. An excerpt, so the mix of outcomes need not match the whole.

Values run as follows: sPLA2-III inh, Rev-erbA mod, PLCg1 inh, Tn6 DDE FP, PLC-beta3 inh, KLK7 zymogen act, ASAP1 inh, Tn7 DDE FP, ARFGAP1 inhibitor, UHRF1 binding
> CCc1ccc(N2C(=O)NC(=O)/C(=C\c3cc(C)n(-c4cc(C(=O)O)cc(C(=O)O)c4)c3C)C2=O)cc1
  -10, -2, -4, 0, -26, 0.6, -7, 5, -2, 14
> COc1ccc(CN2CCN(c3ccccc3)CC2)c(C)c1C
  16, 7, 0, -3, 0, -0.3, -1, -2, 11, 7
> CCOc1ccc2nc(N3CCC(C(=O)N4CCC5(CC4)OCCO5)CC3)sc2c1
  2, -5, -2, -1, 1, 0.8, 12, 1, 8, 2
> O=C(CNS(=O)(=O)c1ccc(Br)s1)N1CCC2(CC1)OCCO2
  5, 2, -1, -1, 2, -0.1, -9, -3, -9, -1
> O=C(Cn1ncn2c(cc3cc(F)ccc32)c1=O)N1CCC2(CC1)OCCO2
  -4, 3, -12, -1, -17, 0.7, 6, -1, -2, -1
> O=C1NCN(c2ccccc2)C12CCN(C(CCc1ccccc1)c1nnnn1C1CCCCC1)CC2 (stereo not drawn)
  -3, 5, 0, -3, 1, 0.8, 2, -2, 13, -4
> CCOC(=O)c1c(/N=C/c2c(O)n(-c3cccc(C)c3)c(=O)[nH]c2=O)sc2c1CCCC2
  20*, -6, -4, -4, -9, 0.3, 4, 2, 16, 2
> Cc1cc(/C=C2/C(=O)NC(=O)N(Cc3ccco3)C2=O)c(C)n1-c1ccccc1O
  -14, 4, -2, -6, -9, 0.9, 1, -3, 2, 9
> O=C1CC(=O)N(c2ccc3c(c2)OCO3)C(=O)N1
  -7, 1, -2, 4, -2, -0.3, 2, 1, 12, -2
> CN1C(=O)C(=Cc2ccc(SC3CCCCC3)o2)C(=O)N(C)C1=O
  -3, -4, -3, 6, -6, -0.8, 19, -4, -2, -1
> CCOc1ccccc1CN1C2CCC1CC(c1ccc(C)cc1)C2 (stereo not drawn)
  6, -4, 0, 7, -4, 0.2, -8, 2, -2, 2
> C#C[C@]1(O)[C@H](O)CC2C3CC[C@H]4C[C@@H](O)CC[C@]4(C)C3CC[C@@]21C (stereo partly drawn)
  10, 1, 0, 1, 0, -0.2, -2, 3, -8, 1
> CC(=NC(C)c1ccccc1)c1c(O)[nH]c(=O)[nH]c1=O (stereo not drawn)
  0, -2, -2, 5, 4, 0.4, -14, 6, 8, -1
> O=C(NC1CC2CCCC(C1)N2)c1ccccc1 (stereo not drawn)
  18, 1, 5, -12, -7, 0.0, 1, 3, -10, 5
> Cc1cc(N2CCN(C)CC2)nc2ccccc12
  1, -4, -4, -1, -5, -0.1, -1, -4, 3, -3
> O=C(C(Cc1ccccc1)NS(=O)(=O)c1cccc2nsnc12)N1CCC2(CC1)OCCO2 (stereo not drawn)
  6, 0, -6, 5, -3, 0.3, 6, 2, -10, 4
> N#Cc1cc2c(nc1SCC(=O)Nc1ccc(Cl)cc1)C1CCN2CC1
  3, -3, -14, 1, -26, 1.0, -3, 5, 9, 0
> CN1CCCC1C(O)(c1ccccc1)c1ccccc1 (stereo not drawn)
  -3, 5, 0, -3, -1, 0.2, -9, -4, -12, 2
> COc1cc(C(c2c(O)c3ccccc3oc2=O)c2c(C)n(C)n(-c3ccccc3)c2=O)ccc1O (stereo not drawn)
  4, -5, -1, 2, 1, 0.1, -3, 1, 6, -1
> CCN(CC)CCNC(=O)c1c(O)c2ccccc2n(Cc2ccccc2)c1=O
  11, -4, 1, -1, 4, -0.6, -7, 1, 2, 9
> CC1=NN(c2ccccc2)C(=O)C1/C=C1/C(=O)NC(=O)N(c2cc(C)cc(C)c2)C1=O (stereo not drawn)
  -10, -4, -8, 11, -10, -1.0, -7, 4, -2, -8
> COC(=O)C1=C(c2cccc(C#N)c2)C[C@@H]2CC[C@H]1N2C(=O)NC1CCCCC1
  5, -4, -2, 3, -1, 0.1, -3, -6, -7, 0
> Cc1cc(C(=O)C[N+]23CCN(CC2)CC3)c(C)n1-c1ccc(Br)cc1
  1, -3, -4, 7, 2, -0.2, -24, -10, -9, -1
> CP(=O)(Nc1ccccc1)C(Cl)(Cl)Cl (stereo not drawn)
  -2, 1, 1, 4, -6, -0.1, -5, -3, 2, 0
> CCOC(=O)c1c(NC(NC(=O)CF)C(Cl)(Cl)Cl)sc2c1CCCC2 (stereo not drawn)
  2, 11, 2, 5, 1, 0.0, -6, -5, -13, 1
> Cc1cc(O)c2c(c1)C(=O)[C@@]13C(=C2O)C(=O)[C@H]2C(O)[C@@H]1[C@H]1C(O)[C@@H]3C(=O)C3=C(O)c4c(O)cc(C)cc4C(=O)[C@@]312 (stereo partly drawn)
  11, 5, 6, 4, -4, 0.0, ., -8, ., 11
> COc1ccc(/C=N/N=C(/N)N[N+](=O)[O-])c(OC)c1
  -3, 7, -1, 1, 3, -0.7, 0, 3, -9, -11
> C[N+](C)(C)CCc1ccc(O)cc1
  1, 0, 2, 7, 5, -0.5, 12, -8, -12, 0
> C[C@]12CC[C@@H](O)C[C@H]1CC[C@@H]1[C@@H]2CC[C@]2(C)C(=O)CC[C@@H]12
  2, 0, 6, -4, -4, -0.7, 8, 2, 13, 9
> C[C@]12CCC3C(CC[C@H]4C[C@H](O)CC[C@]34C)C1C[C@@H](CCCCl)[C@@H]2O (stereo partly drawn)
  -25, -7, 1, -2, 1, 0.5, 3, 9, 4, 0

Random excerpt: 3 compounds from above
Values run as follows: sPLA2-III inh, Rev-erbA mod, PLCg1 inh, Tn6 DDE FP, PLC-beta3 inh, KLK7 zymogen act, ASAP1 inh, Tn7 DDE FP, ARFGAP1 inhibitor, UHRF1 binding
> CN1C(=O)C(=Cc2ccc(SC3CCCCC3)o2)C(=O)N(C)C1=O
  -3, -4, -3, 6, -6, -0.8, 19, -4, -2, -1
> O=C1CC(=O)N(c2ccc3c(c2)OCO3)C(=O)N1
  -7, 1, -2, 4, -2, -0.3, 2, 1, 12, -2
> CCN(CC)CCNC(=O)c1c(O)c2ccccc2n(Cc2ccccc2)c1=O
  11, -4, 1, -1, 4, -0.6, -7, 1, 2, 9

Profiles, looked up by structure.
CCOc1ccccc1CN1C2CCC1CC(c1ccc(C)cc1)C2 (stereo not drawn) across the screens: sPLA2-III inh = 6; Rev-erbA mod = -4; PLCg1 inh = 0; Tn6 DDE FP = 7; PLC-beta3 inh = -4; KLK7 zymogen act = 0.2; ASAP1 inh = -8; Tn7 DDE FP = 2; ARFGAP1 inhibitor = -2; UHRF1 binding = 2
C[C@]12CC[C@@H](O)C[C@H]1CC[C@@H]1[C@@H]2CC[C@]2(C)C(=O)CC[C@@H]12 across the screens: sPLA2-III inh = 2; Rev-erbA mod = 0; PLCg1 inh = 6; Tn6 DDE FP = -4; PLC-beta3 inh = -4; KLK7 zymogen act = -0.7; ASAP1 inh = 8; Tn7 DDE FP = 2; ARFGAP1 inhibitor = 13; UHRF1 binding = 9

More structures follow:
Values run as follows: sPLA2-III inh, Rev-erbA mod, PLCg1 inh, Tn6 DDE FP, PLC-beta3 inh, KLK7 zymogen act, ASAP1 inh, Tn7 DDE FP, ARFGAP1 inhibitor, UHRF1 binding
> O=C(COc1ccc(Cl)cc1)NCCc1cnc[nH]1
  -6, -4, 0, 4, -1, 0.0, -7, -1, 4, -2
> O=C1NCN(c2ccccc2)C12CCN(C(c1nnnn1Cc1ccccc1)C1CC1)CC2 (stereo not drawn)
  -11, -3, 1, 3, 1, -0.6, 2, 0, -9, -2
> O=C(OC1CC2CCC(N2)C1C(=O)O)c1ccccc1 (stereo not drawn)
  1, -3, -1, 5, -3, 0.3, 11, 1, -8, 0
> O=C1CCN(C(=O)C(Cl)Cl)N1
  -1, 1, -2, 6, 1, -0.1, 8, -1, -2, 8
> O=C(CN1CCN(Cc2cccc(Cl)c2)C1=O)N1CCC2(CC1)OCCO2
  1, -4, -1, 7, 0, -0.4, 2, -2, 1, 2
> COc1ccc(C(=O)C2CN(C)CC2c2ccc(Cl)cc2)cc1 (stereo not drawn)
  -13, -1, 3, -8, 5, 0.1, -1, 1, -5, 3
> COc1ccc(N2C(=O)/C(=C/c3cc(C)n(-c4ccc(C)cn4)c3C)C(=O)NC2=S)c(OC)c1
  -1, -9, -15, -12, -14, 0.0, 4, 1, 17, -2
> O=C(O)C1C2CCC(O2)C1C(=O)Nc1ccc(F)c(F)c1 (stereo not drawn)
  2, 5, 0, -2, -4, 0.3, 12, 2, -3, 0
> Cc1cccc(C2=NCC(=O)N(CC(=O)NCc3ccco3)c3sc4c(c32)CCCC4)c1
  -14, 4, 4, -6, 6, 0.4, 11, 0, -10, 0
> COC(=O)c1nc(-c2ccc3c(n2)C(=O)C(N)=C(OC)C3=O)c(N)c(-c2ccc(OC)c(OC)c2O)c1C
  -16, -4, -30, -5, -48, 0.9, 31*, -6, 0, -2
> CCN(c1ccc(C(O)(C(=O)OC)C(F)(F)F)cc1)S(=O)(=O)c1ccccc1 (stereo not drawn)
  -8, 2, 0, -2, -2, -0.1, -8, -5, -1, 0
> CCOC(=O)C1=C(N)Oc2cc(C)oc(=O)c2C12C(=O)N1c3c(cc(OC)cc32)C(C)=CC1(C)C (stereo not drawn)
  5, -2, -4, 3, -4, -0.4, -5, 1, -4, -1
> O=C(CCN1CCCCC1)Nc1ccc(Cl)cc1C(=O)c1ccccc1
  2, 3, -7, -7, -14, 0.6, 3, 1, -9, -8
> CC1(C)C2([N+](=O)[O-])CN3CC1([N+](=O)[O-])CN(C2)C3c1ccccn1 (stereo not drawn)
  -4, -1, 2, 6, -4, -0.1, -10, -8, -1, 0
> CN1CCN(CC(=O)Nc2ccc(Cl)cc2C(=O)c2ccccc2)CC1
  -6, 3, -3, -3, -6, -1.3, -2, -5, -6, 1

Screens as filed in PubChem BioAssay.
